Screening results: PubChem BioAssay, several laboratories
MEKK3 PB1 HTS: MEKK3-MEK5 PB1 interaction, increase or decrease. actives 1.4% (n = 290,000). Q99759. binding response (% of control), % at 10 µM. bead-based flow cytometry, Alexa488-MEK5 binding to MEKK3; actives lie on both sides; 0 = blocked by unlabeled MEK5, 100 = vehicle;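 active = binding response more than 3 SD above or below the average of its plate-row segment, actives on both sides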;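 also: Alexa488 bead fluorescence after subtracting the streptavidin-only scavenger bead signal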
Target sequence (Q99759 whole entry, looked up): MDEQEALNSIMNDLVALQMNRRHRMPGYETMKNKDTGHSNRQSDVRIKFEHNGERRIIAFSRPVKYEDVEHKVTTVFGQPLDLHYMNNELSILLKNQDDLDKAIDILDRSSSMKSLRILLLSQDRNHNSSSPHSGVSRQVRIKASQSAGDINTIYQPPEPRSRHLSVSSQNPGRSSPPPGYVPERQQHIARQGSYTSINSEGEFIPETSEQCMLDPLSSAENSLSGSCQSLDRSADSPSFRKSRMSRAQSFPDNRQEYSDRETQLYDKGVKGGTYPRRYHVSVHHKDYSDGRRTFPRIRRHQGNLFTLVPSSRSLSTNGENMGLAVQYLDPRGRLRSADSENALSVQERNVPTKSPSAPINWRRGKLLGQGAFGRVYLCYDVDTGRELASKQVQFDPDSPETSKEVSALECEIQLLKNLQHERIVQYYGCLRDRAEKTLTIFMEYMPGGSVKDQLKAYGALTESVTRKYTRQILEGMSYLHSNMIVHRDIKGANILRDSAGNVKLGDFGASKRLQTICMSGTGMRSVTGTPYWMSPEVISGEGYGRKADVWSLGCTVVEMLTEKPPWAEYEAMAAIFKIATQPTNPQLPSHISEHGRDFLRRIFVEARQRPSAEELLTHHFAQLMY
DNA FID counter: fluorescent intercalator displacement, NS3 helicase counter-screen; DNA fluorescent intercalator displacement, fluorescence; actives 0.17% (n = 290,000); inhibition, % at 7.9 µM; in the data active = inhibition above about 37%;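 also: 0% = vehicle and 100% = reference compound; higher means more ethidium bromide displaced from hairpin DNA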
MEKK2 WT-MEK5: raises or lowers MEK5 binding to wildtype human MEKK2 PB1 domain | Q9Y2U5 | bead flow cytometry, Alexa488-MEK5 binding to MEKK2 WT; actives lie on both sides | binding response (% of control), % at 10 µM | actives 1.1% (n = 290,000) | AID 1531; in the data active = binding response below about 67% or above about 130%
PfM18AAP inh: blocks P. falciparum M18 aspartyl aminopeptidase; inhibition, % at 7.35 µM; actives 1.2% (n = 290,000); AID 1822; recombinant PfM18AAP, H-Glu-NHMec fluorogenic cleavage;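 active = inhibition above the campaign mean inhibition over all tested compounds plus 3 SD, cut at about 28% in these data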;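 also: 0% = plate median of test compound wells and 100% = 2 mM ZnCl2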
OXTR agonist: agonists of human oxytocin receptor. CHO-OTR cells, Fluo-8 calcium fluorescence; normalized: DMSO 0%, oxytocin 100%. activation, % at 3 µM. actives 0.32% (n = 320,000);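 active = activation above the mean of all tested compounds plus 3 SD, cutoff set per screening run, cut at about 20% in these data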;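 also: peak over basal fluorescence ratio from a 100 s FLIPR kinetic read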
Target sequence (P30559 whole entry, looked up): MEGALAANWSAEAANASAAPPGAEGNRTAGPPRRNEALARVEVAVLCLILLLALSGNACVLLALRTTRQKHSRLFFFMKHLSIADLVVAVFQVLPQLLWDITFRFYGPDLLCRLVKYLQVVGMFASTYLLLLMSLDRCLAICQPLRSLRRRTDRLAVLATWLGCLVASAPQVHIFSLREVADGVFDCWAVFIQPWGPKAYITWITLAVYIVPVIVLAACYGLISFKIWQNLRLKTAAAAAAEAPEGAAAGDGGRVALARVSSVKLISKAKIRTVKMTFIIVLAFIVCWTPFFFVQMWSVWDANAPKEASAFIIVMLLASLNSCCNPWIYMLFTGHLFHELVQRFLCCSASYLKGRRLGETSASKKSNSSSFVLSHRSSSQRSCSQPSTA
NALP1 inh: inhibitors of NALP1 inflammasome in yeast; inhibition, % at 10 µM; actives 0.61% (n = 280,000); AID 2071; S. cerevisiae NALP1/ASC/caspase-1 growth, X-gal OD620, 72 h; in the data active = inhibition mostly above about 24%, no sharp cut-off; inactive = mostly below about 32%; also: some compounds called inactive have numbers as strong as hits
GPR7 antag: human neuropeptides B/W receptor 1 antagonism; AID 1861; GPR7-expressing cells, fluorescence antagonist assay; actives 1.1% (n = 290,000); P48145; inhibition, % at 4.4 µM; in the data active = inhibition above about 16%, passing the limit was not always enough;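 also: cells stimulated with the agonist NPW; 0% = agonist with vehicle and 100% = vehicle without agonist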
MEKK2 mut-MEK5: signal of MEK5 binding to mutant human MEKK2 PB1 domain | bead flow cytometry, Alexa488-MEK5 binding to MEKK2 mutant | actives 0.35% (n = 290,000) | percent response, % at 10 µM; in the data active = percent response above about 24%, passing the limit was not always enough; also: inactives centre near 1; some results filed as inactive read as strong as hits; reference of the scale not given here
PHOSPHO1 block: inhibitors of human PHOSPHO1 phosphatase | Q8TCT1 | AID 1565 | inhibition, % at 13.3 µM | recombinant PHOSPHO1, absorbance phosphatase assay | actives 1.1% (n = 290,000); in the data active = inhibition above about 60%
* = called active by the depositor; nt = not tested or not shown.

SMILES	MEKK3 PB1 HTS	DNA FID counter	MEKK2 WT-MEK5	PfM18AAP inh	OXTR agonist	NALP1 inh	GPR7 antag	MEKK2 mut-MEK5	PHOSPHO1 block
Cc1ccc(S(=O)(=O)c2ccc(NN)cc2)cc1	105	-7	94	3	nt	4	-9	-2	17
O=C(C1CCCC1)N1CCN(S(=O)(=O)c2ccc(F)c(F)c2F)CC1	101	-20	98	-2	1.7	20	-9	-3	32
CCN1CCN(C(=O)c2ccc(Cn3c(=O)[nH]c4cc(OC)c(OC)cc4c3=O)cc2)CC1	97	-1	96	-8	0.4	-2	4	-2	-2
COc1ccc(/C(C)=N/NC(=O)CCC(=O)Nc2ccc(Cl)cc2Cl)c(OC)c1	100	-7	100	-12	-0.6	11	-7	-2	7
Cc1ccc(Sc2c(CO)c(-c3ccccc3)nn2C)cc1	84	-23	86	-3	1.0	13	2	-4	-4
CCN1CCCC1CNC(=O)c1[nH]c2ccc(OC)cc2c1C (stereo unspecified)	109	0	114	-10	0.7	18	-5	5	14
Cc1[nH]c(C)c(S(=O)(=O)N2c3ccccc3CC2C)c1C(=O)N1CCCCC1 (stereo unspecified)	95	-24	98	-3	0.0	-11	-1	-9	-33
CC(C)(O)C(=O)NN(C(=O)c1ccccc1)c1cccc(Br)c1	101	-2	109	2	-0.7	12	-9	4	2
COc1ccc(Oc2cccc(Cl)c2CNC(=O)CSCC(=O)O)cc1	97	-33	94	-1	-0.3	14	-2	-3	33
CCC(CC)c1nnc(NC(=O)C2CC(=O)N(c3ccc4c(c3)OCCO4)C2)s1 (stereo unspecified)	135*	-30	110	-3	2.8	25	0	1	-18
C=CCNc1oc(-c2cccs2)nc1C#N	102	0	104	-2	0.1	16	-2	3	-11
CCNC(=S)N1CCN(c2nc(-c3ccc(F)cc3)cs2)CC1	111	-12	110	0	15	nt	-9	3	nt
O=C(NCc1cn2ccsc2n1)c1cccc(C(F)(F)F)c1	107	0	105	4	0.3	2	-4	8	4
CCOC(=O)c1noc(C)c1C(=O)Nc1nc(C)cc(C)n1	115	4	99	-6	0.0	11	-10	-2	-16
CC(C(=O)Nc1cccc(S(=O)(=O)N2CCOCC2)c1)N1CCN(c2ccc(F)cc2)CC1 (stereo unspecified)	102	-18	100	-5	4.8	0	-9	3	-3
COCCCNC(=O)c1cccc(NC(=O)c2ccccc2)c1	95	-10	94	-13	0.2	5	-5	-3	-12
CCOc1ccc2ccccc2c1C(=O)N1CCOCC1	106	-4	104	-3	-0.5	10	-15	2	0
CSC1=NCCN1C(=O)Cc1ccc(Cl)cc1	99	1	102	2	0.0	15	8	2	-3
O=C(O)CC1(CC(=O)NCc2ccncc2)CCCCC1	101	-8	100	6	-0.5	-2	-10	-3	24
COc1ccccc1NC(=O)COc1ccc(C(=O)NC2CCCc3ccccc32)cc1OC (stereo unspecified)	100	-8	94	-3	-0.6	-2	-12	-5	-24
CC(=O)Nc1ccccc1-c1nc2ccc(C(=O)N3CCN(c4ccccc4)CC3)cc2[nH]c1=O	105	-29	106	3	-0.2	13	-11	3	2
COc1ccc(CNn2c(-c3ccccc3F)nc3ccccc3c2=O)cc1OC	98	-32	95	8	2.6	2	-15	-1	7
COc1ccc(NS(=O)(=O)c2cc(NC(=O)c3ccco3)ccc2N2CCCC2)cc1	97	-14	101	4	-1.9	20	12	-3	-2
CC(C)CCn1c(SCC(=O)N2CC(=O)Nc3ccccc32)nc2scc(-c3cccs3)c2c1=O	100	-5	88	-19	-1.5	21	-2	0	24
CCOc1ccc(C(=O)C[n+]2ccccc2C)cc1	106	8	92	-2	0.1	11	-5	17	2
O=[N+]([O-])c1ccccc1OCCN1CCOCC1	98	-1	98	-4	1.1	14	-7	-5	nt
Cc1cccc(C(=O)Nc2sc3c(c2C#N)CCCCC3)c1	108	-3	110	-11	-1.1	8	-11	17	0
Cc1cccc(N2CCN(S(=O)(=O)c3ccc4[nH]c(=O)ccc4c3)CC2)c1C	98	-26	95	-1	9.4	22	-15	-3	25
CSc1ncc2ncn(C3OC(CO)C(O)C3O)c2n1 (stereo unspecified)	90	-1	92	-9	0.1	-6	-5	-12	33
COc1ccc(NC(=O)CN2CCCCC2)c([N+](=O)[O-])c1	89	7	91	-1	-1.7	25	-12	-6	14

One compound at a time, from the list above. Screens in order: MEKK3 PB1 HTS, DNA FID counter, MEKK2 WT-MEK5, PfM18AAP inh, OXTR agonist, NALP1 inh, GPR7 antag, MEKK2 mut-MEK5, PHOSPHO1 block
COc1ccc(CNn2c(-c3ccccc3F)nc3ccccc3c2=O)cc1OC across the screens: 98, -32, 95, 8, 2.6, 2, -15, -1, 7
Cc1cccc(C(=O)Nc2sc3c(c2C#N)CCCCC3)c1 across the screens: 108, -3, 110, -11, -1.1, 8, -11, 17, 0
COc1ccc(NS(=O)(=O)c2cc(NC(=O)c3ccco3)ccc2N2CCCC2)cc1 across the screens: 97, -14, 101, 4, -1.9, 20, 12, -3, -2
COc1ccc(NC(=O)CN2CCCCC2)c([N+](=O)[O-])c1 across the screens: 89, 7, 91, -1, -1.7, 25, -12, -6, 14
O=[N+]([O-])c1ccccc1OCCN1CCOCC1 across the screens: 98, -1, 98, -4, 1.1, 14, -7, -5, nt

The list continues:
SMILES	MEKK3 PB1 HTS	DNA FID counter	MEKK2 WT-MEK5	PfM18AAP inh	OXTR agonist	NALP1 inh	GPR7 antag	MEKK2 mut-MEK5	PHOSPHO1 block
CC1CC(C)CN(c2oc(-c3ccccc3F)nc2C#N)C1 (stereo unspecified)	100	-22	102	0	-2.3	-36	-6	1	36
CCc1cccc(C)c1NC(=S)NCC(c1cccnc1)N(C)C (stereo unspecified)	100	5	97	-8	-0.1	16	7	-3	36
O=C(Nc1ccccc1)c1ccc(S(=O)(=O)Nc2cccc(O)c2)cc1	103	-1	101	4	1.1	4	10	5	14
CCOC(=O)C1=C(C)OC(N)=C(C#N)C1c1c(C)nn(-c2ccc(C)cc2)c1Cl (stereo unspecified)	nt	-25	nt	-6	nt	-10	-11	nt	4
CC1(C)CC(=O)C2=C(C1)OC(N)=C([N+](=O)[O-])C2c1cccs1 (stereo unspecified)	101	-2	100	4	-1.4	47	-3	-2	4
CCCCCC(O)c1cccc(OCc2ccc3ccccc3n2)c1 (stereo unspecified)	103	-33	100	0	-0.8	22	1	2	4
CCOc1cccc2sc(N(CCN(CC)CC)C(=O)c3ccc(S(=O)(=O)N4CCCCC4)cc3)nc12	103	0	128	2	-0.1	12	-2	16	0
O=C(O)CSCC(=O)N1CCCCC1	101	4	87	-15	-0.8	-10	-5	-10	40
N#C/C(=N\Nc1ccccc1[N+](=O)[O-])C(=N)N1CCCCC1	124	27	112	3	1.2	3	-1	1	8
Cc1nc2c(cnn2-c2ccccc2)c(=O)n1/N=C/c1ccccc1	98	-4	102	-2	0.4	nt	-13	-2	22
O=C1c2ccc3c4c(ccc(c24)C(=O)N1Cc1cccnc1)C(=O)N(Cc1cccnc1)C3=O	103	3	111	-3	nt	-3	-7	7	9
CC(Cc1cccs1)NC(=S)Nc1ccc(F)cc1 (stereo unspecified)	107	-8	105	7	0.5	19	-8	0	-2
CCC1(CC)C(=O)C(C)(C)C(=O)OC1c1ccccn1 (stereo unspecified)	98	-1	99	-3	-1.0	14	-13	-5	15
COc1ccc2c(c1)cc(C(=O)N[C@@H](CCSC)C(=O)N1CCC[C@H]1C(=O)O)n2C	100	-32	99	2	1.7	10	7	0	34
CC(C)C(C(=O)NCC1CCCO1)N(C(=O)CNS(=O)(=O)c1ccc(F)cc1)c1ccccc1 (stereo unspecified)	102	-34	99	-1	-1.0	4	-11	3	5
CCn1c(SCC(=O)NNC(=O)c2ccc(C)cc2)nnc1C1CC1	101	-8	103	1	0.9	12	-5	0	24
O=C(NC1CCN(Cc2ccccc2)CC1)c1ccc(Oc2cc(Cl)cc(Cl)c2)o1	103	1	142*	-2	-0.9	13	-13	21	28
COCCn1nnnc1C(c1cccs1)N1CCN(c2cccc(C(F)(F)F)c2)CC1 (stereo unspecified)	106	-19	111	-5	-1.3	3	8	6	19
CC(OC(=O)c1ccc2c(=O)n3c(nc2c1)CCCCC3)C(=O)Nc1ccc(F)cc1Cl (stereo unspecified)	97	-1	94	-5	0.4	20	-11	-2	-24
COc1ccc(NC(=S)N2CCC(C(=O)c3ccc(F)cc3)CC2)c(OC)c1	100	-3	98	2	0.3	13	5	4	-3
CNC(=O)c1sc2nc(-c3ccc(OC)cc3)cn2c1C	nt	-11	nt	11	-0.5	-46	-4	nt	13
CCOc1ccccc1N(CC(=O)Nc1ccc(S(=O)(=O)N2CCCC2)cc1)S(C)(=O)=O	104	-27	108	4	1.8	2	3	8	36
CCOC(=O)C1=NN(c2ccccc2C)C2=NC(C)=C(C(=O)OC)C(c3cccc(OC)c3)N12 (stereo unspecified)	90	-20	93	-5	-2.7	25	4	-5	6
Cc1ccc(S(=O)(=O)NCCSc2nncn2C)cc1	99	-2	101	5	-0.1	19	-8	-2	22
CCOc1ccc(CCNC(=O)CCc2nc(-c3ccc(C)cc3)no2)cc1OCC	98	-5	101	-2	-0.6	-6	-7	-9	16
CCN1CCC(N2CCN(c3ccccc3OC)CC2)CC1	103	-2	106	-1	0.1	-6	-6	4	29
Cc1cccc(NC(NC(=O)Cc2ccccc2)C(Cl)(Cl)Cl)c1 (stereo unspecified)	97	-5	96	-3	-2.2	28	-5	6	-3
COc1ccc(/C=C(\NC(=O)c2ccc(Cl)cc2)C(=O)NCCCn2ccnc2)cc1OC	93	6	93	-10	0.5	9	5	-8	37
Cc1ccc(C)c(SCC(=O)Nc2cccc(S(=O)(=O)NC3=NCCCCC3)c2)c1	94	-35	98	-5	0.2	30	-4	-1	0
O=c1[nH]c(N2CCOCC2)nc2ncn(Cc3ccccc3)c12	106	-1	108	-1	0.4	11	7	11	10
Cc1cc(Cl)ccc1NS(=O)(=O)c1c(C)[nH]c(=O)[nH]c1=O	110	-4	112	-3	nt	21	-10	8	38
OCC1(Cc2ccc(Cl)cc2)CCN(CC2CC=CCC2)CC1 (stereo unspecified)	100	18	111	2	1.3	12	7	5	44
FC(F)(F)c1ccc2c(c1)[nH]c(=S)n2C1CC1	91	-5	82	5	-2.6	5	-17	-8	-5
Cc1cc(C)n(-c2nc3ccccc3nc2Nc2ccc3c(c2)OCO3)n1	104	-2	106	-8	-0.7	18	-8	10	2
COCCCNC(=O)[C@H]1N2C(=O)c3ccccc3C2SC1(C)C (stereo partly specified)	106	-14	103	-15	-0.1	14	5	7	nt
COc1cccc(NS(=O)(=O)c2c(C)cc(C)cc2C)c1	97	-18	98	2	-1.9	26	-8	2	-1
N=c1sccn1CC(=O)Nc1ccccc1Oc1ccccc1	99	6	102	2	2.6	38*	3	0	16
Cc1ccc(C(=O)NN2C(=O)/C(=C/c3cccn3C)SC2=S)cc1	95	19	91	9	-0.6	35	-1	-2	-16
O=C(NCCc1ccc(Cl)cc1)C1CCCN1C(=O)NCc1ccccc1 (stereo unspecified)	95	-30	101	6	0.1	-3	8	-2	19
Cc1ccnc(NC(=O)Cc2ccc(-c3ccccc3)cc2)c1	97	-22	101	0	-1.1	4	13	3	9
O=C1CCCC2=C1C(c1ccc(Cl)cc1)n1c(s/c(=C\c3ccc4ccncc4c3)c1=O)=N2 (stereo unspecified)	141*	-10	81	-7	-1.0	15	-6	-1	11
CCCNC(=O)c1ccc2c(=O)c(O)c(-c3ccc(OC)cc3)[nH]c2c1	98	nt	101	nt	1.1	-6	nt	4	26
